# High-throughput results deposited in PubChem BioAssay by several laboratories.
# Rad51 HR inh: Rad51 (human) homologous recombination inhibition; Q06609; hRad51 DNA strand exchange, fluorescence dequenching; inhibition, % at 10 µM; 200,000 tested, 0.085% active; AID 1385;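 active = inhibition above 40% at the single screening dose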;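 also: 0% = DMSO control wells and 100% = blanks with heterologous ssDNA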
#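 Test system: preformed human Rad51 ssDNA filaments; also added: Donor/quencher-labelled 47-bp dsDNA substrate; doses: 10 µM final, single point; times: 37 °C 15-min filament assembly, 30-min compound preincubation, 15-min exchange; detection: FRET fluorescence dequenching, excitation 485 nm, emission 520 nm; read-out basis: Fluorescence-based percent inhibition, control- and blank-normalised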
# 14-3-3 Bad inh: disrupts binding of bovine 14-3-3 zeta to phospho-Bad peptide; TR-FRET 14-3-3zeta/Dy647-pBad peptide displacement, 1 h; P63103; inhibition, % at 21.7 µM; 220,000 tested, 0.71% active;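 active = inhibition above about 70%, limit read from the data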;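 also: 0% = full 14-3-3 plus peptide FRET controls and 100% = background without 14-3-3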
# p97 ATPase inh: human p97 ATPase inhibition; 220,000 tested, 0.42% active; P55072; recombinant p97 ATPase, Kinase-Glo ATP luminescence, 3 h; inhibition, % at 8 µM; in the data active = inhibition above about 15%;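 also: 0% = DMSO vehicle and 100% = wells lacking enzyme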
# Mdm2 ligase inh: blocks human Mdm2 ubiquitin ligase activity. 210,000 tested, 0.11% active. AID 1230. signal enhancement, % at 5 µM. Q00987. cell-based MDM2 ubiquitination luciferase reporter, 2 h; 0 = plate control, 100 = twice control, blank-subtracted;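 active = signal enhancement of 30% or more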;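 also: luminescence tracks abundance of the self-degrading MDM2-luciferase fusion protein; higher signal means inhibition of MDM2 E3 ligase activity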
# Target sequence (Q00987 whole entry, looked up, the tested form may be a part): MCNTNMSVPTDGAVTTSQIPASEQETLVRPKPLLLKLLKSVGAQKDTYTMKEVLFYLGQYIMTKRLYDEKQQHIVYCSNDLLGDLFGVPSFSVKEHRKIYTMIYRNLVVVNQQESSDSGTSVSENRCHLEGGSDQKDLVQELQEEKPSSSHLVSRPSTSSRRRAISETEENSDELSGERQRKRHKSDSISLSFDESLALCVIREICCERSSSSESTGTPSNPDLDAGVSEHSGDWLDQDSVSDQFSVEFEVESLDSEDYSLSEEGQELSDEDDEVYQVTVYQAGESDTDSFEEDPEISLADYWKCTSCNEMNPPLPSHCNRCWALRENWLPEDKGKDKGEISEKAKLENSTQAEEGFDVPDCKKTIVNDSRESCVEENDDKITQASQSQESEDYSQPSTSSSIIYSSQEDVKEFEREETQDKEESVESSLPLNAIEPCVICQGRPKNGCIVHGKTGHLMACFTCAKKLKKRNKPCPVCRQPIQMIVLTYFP
#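 test system = mammalian cells stably expressing self-ubiquitinating, self-degrading MDM2 E3–luciferase fusion | quantity = 2000 cells/well | incubation = cell settling 4 h, compound treatment 2 h, both 37 °C | signal = luminescence with SteadyLite reagent, 15 min at room temperature | evaluation = % enhancement relative to plate controls after blank subtraction | benchmarks = plate controls and plate blanks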
# hK5 inh: blocks human kallikrein 5 protease activity. Q9Y337. recombinant hK5, fluorogenic AMC substrate cleavage. inhibition, % at 5 µM. 210,000 tested, 0.59% active. AID 873;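 active = inhibition of 40% or more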;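 also: 0% = enzyme controls without compound and 100% = no-enzyme blanks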
# eIF4E 4G PPI: inhibitors of eIF4E and eIF4G interaction in translation initiation. TR-FRET eIF4E-eIF4GI(517-606) binding, 2 h. inhibition, % at 21.7 µM. AID 782. 220,000 tested, 0.37% active;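 active = inhibition above about 30%, limit read from the data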;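 also: 0% = full FRET control wells and 100% = background wells lacking eIF4GI fragment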
# FXIIa inh: factor XIIa (human) inhibition; 220,000 tested, 0.3% active; purified FXIIa, Boc-QGR-AMC fluorogenic substrate, 2 h; AID 800; inhibition, % at 5 µM; in the data active = inhibition above about 40%;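 also: 0% = enzyme with no compound and 100% = blank without enzyme; many of its hits are not listed in these tables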
# Target sequence (P00748 20-372 limits assumed): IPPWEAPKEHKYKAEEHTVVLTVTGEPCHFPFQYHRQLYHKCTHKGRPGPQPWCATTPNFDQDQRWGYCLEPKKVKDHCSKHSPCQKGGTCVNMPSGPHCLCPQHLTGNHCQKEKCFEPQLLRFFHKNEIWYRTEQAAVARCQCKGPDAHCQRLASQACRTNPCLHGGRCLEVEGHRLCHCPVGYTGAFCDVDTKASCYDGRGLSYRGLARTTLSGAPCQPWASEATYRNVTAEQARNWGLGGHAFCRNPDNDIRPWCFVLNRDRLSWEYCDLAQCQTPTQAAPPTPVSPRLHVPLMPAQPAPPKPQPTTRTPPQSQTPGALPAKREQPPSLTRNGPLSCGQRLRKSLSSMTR
# Target sequence (P00748 373-615 limits assumed): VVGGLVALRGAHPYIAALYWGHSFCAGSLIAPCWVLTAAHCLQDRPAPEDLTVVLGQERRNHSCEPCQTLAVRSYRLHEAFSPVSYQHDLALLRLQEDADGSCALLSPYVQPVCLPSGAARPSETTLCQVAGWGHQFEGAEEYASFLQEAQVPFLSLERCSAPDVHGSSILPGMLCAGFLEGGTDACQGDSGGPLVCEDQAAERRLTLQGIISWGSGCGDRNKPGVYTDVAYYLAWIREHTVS
# Wee1 degr inh: human Wee1 degradation inhibition, primary screen; AID 1321; 220,000 tested, 1.2% active; HeLa Luc-Wee1K328M stability, luciferase luminescence; 100% = proteasome inhibitor MG132 effect; P30291; reporter increase, % at 5 µM;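 active = activation above the mean of all tested compounds plus 3 SD, set per screening run, cut at about 8.8% in these data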;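 also: cells exposed to compound for 20 h before luminescence read; 0% = DMSO alone and 100% = MG132 at 30 µM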
# FXIa inh: factor XIa (human) inhibition; inhibition, % at 5 µM; 220,000 tested, 0.14% active; purified FXIa, Boc-Glu-Ala-Arg-AMC fluorogenic substrate;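 active = inhibition of at least 40%; inactive = inhibition below 40%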;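 also: fluorescence of freed AMC excited at 355 nm; 0% = enzyme without compound and 100% = no enzyme blank; many of its hits are not listed in these tables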
# The depositor's hits bear a star; . = not tested or not shown; [ ] = another dose, or the depositor's remark.
SMILES,Rad51 HR inh,14-3-3 Bad inh,p97 ATPase inh,Mdm2 ligase inh,hK5 inh,eIF4E 4G PPI,FXIIa inh,Wee1 degr inh,FXIa inh
CNC(=O)COC(=O)c1cc(-c2ccc(OC)cc2)nc2ccccc12,0.1,-9.2,-1.7,-21.0,-6.5,3.2,4.0,3.7,-14.7
Clc1ccc2nc(-c3ccc(Br)s3)cn2c1,-3.1,8.9,-6.0,-1.0,-24.3,-0.6,13.6,5.3,-55.2
Cn1c(Cl)cnc1C(O)c1ccccc1 (stereo not drawn),5.8,-3.8,0.5,1.9,-3.9,3.7,4.9,-0.9,1.5
CN(Cc1cnn(C)c1)C(=O)c1cc(COc2c(F)cccc2F)on1,-3.9,5.0,0.9,-0.1,-1.0,1.1,9.0,-3.1,-2.7
O=C(c1ccc(C(=O)N2CCOCC2)nc1)N1CCOCC1,-3.5,0.4,4.6,18.9,-3.7,5.2,5.0,-2.0,2.2
COCCn1c(C)cc(C(=O)COC(=O)c2ccc3ncsc3c2)c1C,-1.4,20.7,-1.1,-16.3,-9.8,-8.4,12.2,-3.0,1.1
CCOC(=O)N1CCN(S(=O)(=O)c2ccc(C(=O)Nc3ccc(F)cc3F)cc2)CC1,.,7.2,-4.4,-1.7,-3.5,4.1,12.3,4.1,-4.3
COc1ccc(Cl)cc1NC(=S)NCCCN1CCCC1=O,1.7,-7.5,-0.2,-4.0,-2.7,-0.7,4.2,0.4,-4.1
CN1/C(=C\C(=S)Nc2ccccc2)C(C)(C)c2ccccc21,-3.7,3.6,-2.5,-21.4,9.3,0.9,17.2,-1.5,14.9
Cc1ccccc1-n1c(=O)cc(N2CCCCCC2)[nH]c1=O,-5.3,0.9[fluorescence artefact?],2.8,-31.9,0.6,1.1,8.6,-2.2,4.8
Cc1cc(C)n(CC(=O)NN)n1,2.8,-6.7,2.7,-16.9,14.8,3.0,7.7,1.4,-8.7
COC(=O)c1cn(C)c2ccc(S(=O)(=O)N3CC(C)CC(C)C3)cc2c1=O (stereo not drawn),.,24.8[fluorescence artefact?],0.0,-24.6,-2.3,24.1[fluorescence artefact?],7.2,0.2,4.6
CCCCNCc1cc(OCC)c(OCC)cc1Br,3.6,-10.7,-0.5,-3.6,-0.1,-1.7,.,-2.5,-2.9
COCCNC(=O)C1CC(=O)N(c2ccc(OC)cc2)C1c1ccc(OC)cc1 (stereo not drawn),-1.9,-14.1,3.1,-2.6,-5.1,-0.7,7.7,-1.2,0.9
CSc1sc(C(=O)NC(=O)NCc2ccncc2)c(C)c1-c1ccon1,-13.8,-2.0,-0.4,-22.7,39.0,1.5,-3.9,-3.2,-15.7
Cc1ccn(-c2ccc([N+](=O)[O-])cc2)n1,-0.6,11.0,2.7,-0.8,0.5,3.0,7.3,0.5,-4.0
O=c1c2c(-c3cccs3)csc2ncn1-c1ccccc1,8.0,-3.2,7.4,1.4,-10.6,1.6[fluorescence artefact?],11.8,1.5,2.8
COc1cc(OC)c(S(=O)(=O)NCc2cccnc2)cc1NC(C)=O,-11.8,3.6,1.6,-10.1,1.6,3.5,15.2,-1.3,13.5
CCOC(=O)c1cc2c(ccn2C)n1CC(=O)Nc1ccc(F)cc1,-6.4,-3.9,2.3,6.4,-2.1,-2.2,6.2,4.5,-4.4
CCCCCc1nc(-c2nonc2N)no1,-2.6,-9.0,-4.1,-15.4,-11.9,-7.7,17.3,-3.1,7.7
CCNC(=S)NNC(=O)c1cc(-c2ccc(OC)cc2)nc2ccccc12,.,6.5,-56.7,-65.5,-64.5,2.9,10.5,-0.9,11.1
CCc1nc2cc(CC(=O)O)ccc2o1,0.8,-9.8[fluorescence artefact?],-4.5,-20.0,-4.3,-0.1,11.1,-0.8,1.1
CC12CN(C(=O)c3ccco3)CC(c3ccccc3)(CN(C(=O)c3ccco3)C1)C2=O,-0.9,8.1,-4.2,-16.7,15.5,-3.6,11.3,-0.8,3.7
CN1/C(=C\C=C2/C(=O)Oc3ccccc3C2=O)C(C)(C)c2ccccc21,.,-1.4[fluorescence artefact?],3.9,.,-9.9,-2.3[fluorescence artefact?],12.0,3.2,9.3
CC1(c2ccccc2)NC(=O)N(CC(=O)N2CCOCC2)C1=O (stereo not drawn),-4.4,5.8,1.4,-6.2,0.4,3.9,-3.0,-0.5,-2.0
Cc1noc(COc2ccccc2OCC(N)=O)c1Cl,-2.5,-3.1[fluorescence artefact?],4.8,6.1,-3.3,0.1[fluorescence artefact?],9.2,7.7,-1.6
C=CCN1C=C2C(=O)C(C)(OC(=O)C3CCCC3)C(=O)C(c3ccccc3)=C2C=C1CCCC(=O)OC (stereo not drawn),0.3,-2.1,.,8.2,2.7,0.1,7.5,.,1.9
N#Cc1cc(-c2ccccc2)cn(Cc2c(Cl)cccc2Cl)c1=O,1.1,.,-4.5,-13.8,-54.0,.,13.4,-0.6,-1.1
CCCCCn1c(CN2CCN(Cc3ccccc3)CC2)nc2c1c(=O)[nH]c(=O)n2C,-5.1,-0.3,3.2,-30.4,-10.1,8.9,14.9,-0.1,-1.3
O=C(c1ccco1)N1CCCC(c2nc(-c3ccc(S(=O)(=O)NCc4ccccc4)cc3)no2)C1 (stereo not drawn),.,14.5,5.3,-2.5,0.5,0.0,7.6,-1.8,1.6
O=C(O)c1ccc(Cl)c(NC(=S)NC(=O)c2ccccc2[N+](=O)[O-])c1,-3.5,-7.0,3.8,1.2,-3.7,1.6,.,-1.4,-5.8
COc1ccc(CCN2C(=O)C3C(C2=O)C2C=CC3C23CC3)cc1OC (stereo not drawn),-0.2,1.5,4.1,-6.0,-5.5,-1.7,2.3,2.3,-8.5
CCn1cc(CN(C)S(=O)(=O)c2ccc3ccccc3c2)c(C)n1,-1.4,-11.8[fluorescence artefact?],2.6,-26.2,-3.6,2.3,6.5,3.1,-4.6
CCN(CC)c1ccc(/C=N/NC(=O)c2ccc([N+](=O)[O-])cc2)cc1,33.0,-14.6,4.4,-4.5,8.6,0.5,7.4,1.9,-0.2
CCOC(=O)NNC1CC(=O)N(c2ccccc2)C1=O (stereo not drawn),-12.3,12.1,-0.7,-17.0,-11.4,-2.2,8.3,-1.4,0.4
Cc1ccc(S(=O)(=O)N2CCCC(C(=O)N3CCCc4ccccc43)C2)cc1 (stereo not drawn),0.1,-11.6,2.4,-11.7,-1.7,5.9,4.8,-2.6,-3.2
C[C@@H]1CCC[C@@]2(O[C@H](CCO)C[C@@H](O)[C@@H]2O)O1,-2.9,-1.4,5.9,.,-10.0,7.0,7.6,0.6,0.5
Cc1ccccc1OCC(=O)N/N=C/c1ccccn1,2.4,2.0,7.6,-22.8,-13.0,3.8,3.0,-1.7,-3.1
COc1ccc(OC)c(C2CC(=O)N3CN(c4ccc(C)c(Cl)c4)CSC3=C2C#N)c1 (stereo not drawn),2.3,1.4,-1.7,-5.9,-16.9,-3.1,5.6,-3.3,0.9
O=C(c1cnc2n(c1=O)CCS2)N1CCN(c2ccc(Cl)c(Cl)c2)CC1,-9.9,12.6[fluorescence artefact?],-2.1,3.3,5.0,5.8,-0.3,-1.7,6.2
Cc1ccccc1NC(=O)OCc1cccnc1Oc1ccc(Cl)cc1,12.1,-8.2,-0.7,1.7,-0.2,-2.4,6.1,-1.1,2.7
N#Cc1ccc(-c2ccco2)nc1SCc1ccccc1,3.7,-1.1,3.2,-11.5,-12.2,-3.6,12.8,2.8,-0.9
COc1cc(NC(=O)CSc2nnnn2Cc2ccc3c(c2)OCO3)cc(OC)c1,.,19.3,-3.7,-8.1,-5.4,-7.2,12.3,1.8,-6.6
CCC(C)Nc1nc(OC(C(F)(F)F)C(F)(F)F)nc(OC(C(F)(F)F)C(F)(F)F)n1 (stereo not drawn),-1.3,-5.1,1.5,-8.5,-12.4,-5.5[fluorescence artefact?],26.3,-1.0,10.9
CCC(=O)Nc1ccc(NC(=O)c2ccco2)c(OC)c1,.,-16.5,0.7,-8.6,-15.2,-2.9,13.8,-0.6,-1.8
CCOc1ccc(-c2ccc(SC)nn2)cc1,5.7,-15.6,-27.0,-87.6,11.8,0.7,5.4,-3.2,7.4
CC(C)(C)n1ncc2c(=O)n(CC(=O)OCc3ccccc3)cnc21,3.2,-4.9[fluorescence artefact?],2.0,0.0,-9.0,1.4,2.6,1.2,1.0
COc1ccc(/C=N/c2c(-c3ccc(OC)cc3)nc3n2CCS3)cc1,-2.1,-15.2[fluorescence artefact?],-1.1,2.1,-2.2,26.3,11.2,-2.9,7.1

# Only Rad51 HR inh, FXIIa inh and Mdm2 ligase inh, for 2 of the compounds above:
structure	Rad51 HR inh	FXIIa inh	Mdm2 ligase inh
CCC(C)Nc1nc(OC(C(F)(F)F)C(F)(F)F)nc(OC(C(F)(F)F)C(F)(F)F)n1 (stereo not drawn)	-1.3	26.3	-8.5
CCOc1ccc(-c2ccc(SC)nn2)cc1	5.7	5.4	-87.6

# (cont.)
SMILES,Rad51 HR inh,14-3-3 Bad inh,p97 ATPase inh,Mdm2 ligase inh,hK5 inh,eIF4E 4G PPI,FXIIa inh,Wee1 degr inh,FXIa inh
Cc1cccnc1NS(=O)(=O)c1cccc([N+](=O)[O-])c1,-6.0,-9.0[fluorescence artefact?],2.6,0.1,-19.1,-1.0,-0.2,0.3,-4.7
CCOC(=O)N1CCN(C(=O)NC23CC4CC(CC(C4)C2)C3)CC1,-1.6,-8.9[fluorescence artefact?],0.4,6.1,21.4,0.8[fluorescence artefact?],20.0,-1.0,14.1
COc1cc(NC(=O)C(=O)Nc2ccc3nc4n(c(=O)c3c2)CCCCC4)cc(OC)c1OC,-27.7,5.1,1.8,-13.0,0.2,0.2,3.6,0.3,0.7
CN1CCN(C(=O)CCN2C(=O)c3ccccc3C2=O)CC1,-3.2,-10.0,2.9,1.9,2.3,-4.1,12.7,6.7,0.0
S=C(NCC1CCCO1)Nc1ccccc1 (stereo not drawn),-6.9,-16.0,8.3,-14.0,-5.0,-0.1,2.7,2.8,-1.4
CC(Oc1ccc(C(=O)c2ccccc2)cc1)C(=O)Nc1ccc(S(N)(=O)=O)cc1 (stereo not drawn),.,18.2[fluorescence artefact?],6.0,7.3,14.1,1.1[fluorescence artefact?],16.9,-2.9,7.2
OC(CSc1ccccc1Cl)CN1CCN(c2ccc(F)cc2)CC1 (stereo not drawn),0.8,.,-3.3,-7.1,-5.5,.,10.4,-1.5,5.3
O=C(OCCN(C1=NS(=O)(=O)c2ccccc21)c1ccc(Cl)cc1)c1ccco1,-8.7,13.9,-14.7,5.2,4.4,2.8,1.4,1.1,-1.1
Cc1ccc(-c2nnc(SCC(=O)N/N=C/c3ccc(C)s3)n2-c2ccccc2)cc1,-9.1,22.2[fluorescence artefact?],0.5,-10.3,-5.2,10.2,11.4,-2.2,0.0
O=C(CCN1C(=O)c2ccccc2C1=O)N1CCN(c2ccccn2)CC1,-1.9,5.6,2.8,2.2,4.6,0.6,12.1,-1.9,-13.6
COCCCn1c(-c2ccccc2Cl)n[nH]c1=S,-1.2,-10.1,-0.3,-16.9,-7.9,3.6,23.1,-1.9,8.8
O=S(=O)(NCc1ccco1)c1ccc(S(=O)(=O)N2CCCCC2)cc1,3.2,-8.2[fluorescence artefact?],0.5,3.6,-4.0,4.0,6.2,-0.2,2.1
